GALR2 blocker: GALR2 (human) receptor antagonism | O43603 | GALR2-expressing cells, antagonist mode | inhibition, % at 4 µM | 0.39% of 140,000 active | AID 828; in the data active = inhibition above about 27%;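 also: cells stimulated with galanin 1-16 at roughly its EC80; 0% = agonist challenge control and 100% = basal control without agonist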
Target sequence (O43603 whole entry, looked up): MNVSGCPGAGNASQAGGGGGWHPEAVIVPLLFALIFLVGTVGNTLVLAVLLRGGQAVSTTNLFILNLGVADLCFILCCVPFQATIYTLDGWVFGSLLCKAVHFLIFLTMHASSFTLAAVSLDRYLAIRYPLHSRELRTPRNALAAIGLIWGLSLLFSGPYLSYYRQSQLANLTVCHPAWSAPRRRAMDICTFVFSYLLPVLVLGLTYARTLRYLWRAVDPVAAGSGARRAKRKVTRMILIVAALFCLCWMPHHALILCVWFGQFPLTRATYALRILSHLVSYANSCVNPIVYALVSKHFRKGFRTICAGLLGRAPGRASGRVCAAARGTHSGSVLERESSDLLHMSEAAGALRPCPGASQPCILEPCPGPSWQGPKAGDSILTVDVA
PTEN del growth: growth suppressors of cells with PTEN tumor suppressor deletion | 1.2% of 140,000 active | AID 827 | HCT116 PTEN-null viability, CellTiter-Glo, 60 h; stronger effect = lower value | viability, % at 10 µM;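 active = viability at or below a set limit, 4 SD under the median of all tested compounds, cut at about 3.7% in these data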;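 also: PTEN knockout HCT116 line with beta catenin targeted HCT116 as companion control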
MRP1 act: activators of MRP-1; AID 799; 0.61% of 140,000 active; viability increase, % at 10 µM; H69AR cells + doxorubicin, viability rescue, CellTiter-Glo;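 active = viability gain under doxorubicin at or above a set limit, the compound median plus 3 SD, cut at about 4.7% in these data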;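 also: MRP-1 overexpressing cells given doxorubicin 25 µM after compound pretreatment; 18-22 h compound pretreatment then 72 h with doxorubicin before readout; 0% = doxorubicin-only wells and 100% = vehicle-treated cells without doxorubicin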
E-sel TNF inh: TNF alpha driven E-selectin expression inhibition. HUVEC TNFa-induced E-selectin immunofluorescence, high content. inhibition, % at 2 µM. 0.71% of 120,000 active;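 active = inhibition above the batch mean plus 3 SD, and confirmed as a hit on visual image review, cut at about 43% in these data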;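 also: 0% = TNF-stimulated DMSO wells and 100% = unstimulated control wells; not every result past the cut was called active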
Yeast growth inh: reduces growth of yeast BB579 in restrictive medium; S. cerevisiae BB579 growth, OD615, 48 h; inhibition, % at 10 µM; 0.51% of 140,000 active;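 active = inhibition above a set limit, 3 SD over the mean compound inhibition, cut at about 44% in these data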; also: inactives centre near -24
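System: Saccharomyces cerevisiae DeaD strain BB579, replicative lifespan model yeast | Buffer or medium: Restrictive glucose-based CSMM-D medium | Times: 4 h preincubation and 48 h exposure at 30 °C | Detection: OD615 turbidity measurement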
NPY Y2 blocker: NPY-Y2 (human) receptor antagonism; NPY-Y2 expressing cells, antagonist mode; inhibition, % at 2.7 µM; 0.99% of 140,000 active; in the data active = inhibition above about 17%;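 also: 0% = vehicle with agonist challenge and 100% = reference antagonist with challenge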
Target sequence (P49146 whole entry, looked up): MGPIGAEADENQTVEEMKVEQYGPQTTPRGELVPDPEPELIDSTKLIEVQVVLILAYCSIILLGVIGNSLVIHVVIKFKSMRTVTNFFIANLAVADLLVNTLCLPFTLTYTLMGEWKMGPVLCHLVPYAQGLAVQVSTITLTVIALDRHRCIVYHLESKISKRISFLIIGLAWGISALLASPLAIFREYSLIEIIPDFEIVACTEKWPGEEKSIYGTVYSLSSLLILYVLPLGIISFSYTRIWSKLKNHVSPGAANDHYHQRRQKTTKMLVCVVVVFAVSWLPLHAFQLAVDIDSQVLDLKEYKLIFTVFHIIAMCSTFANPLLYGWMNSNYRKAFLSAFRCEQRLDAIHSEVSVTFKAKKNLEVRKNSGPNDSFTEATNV
Yeast life ext: yeast lifespan extension; S. cerevisiae growth with nicotinamide, OD615; deaD strain in restrictive glucose medium; 0.68% of 130,000 active; inhibition of the nicotinamide effect, % at 10 µM;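 active = inhibition above a set limit, placed 3 SD over the median of all compounds, cut at about 26% in these data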;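 also: 0% = nicotinamide-treated wells and 100% = cells grown without nicotinamide; some compounds called inactive have numbers as strong as hits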
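Buffer or medium: CSMM-D glucose medium, restrictive; test system: modified budding yeast, DeaD strain; compound: single dose 10 µM compound, 0.25% DMSO; schedule: culture preincubation 4 h, compound exposure 48 h, both 30 °C; detection: optical density (absorbance) at 615 nm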
HCT116 bCat-KO: beta-catenin-lacking colon tumor cell growth suppression; HCT116 beta-catenin knockout viability, CellTiter-Glo, 60 h; stronger effect = lower value; viability, % at 10 µM; 1.5% of 140,000 active;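 active = viability at or under a set limit, the compound median less 4 SD, cut at about 6% in these data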;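 also: 0% = Hyamine 1622 control at 20 µM and 100% = untreated cell control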
Measles CPE: protection of cells from measles virus | protection (pct of control), % at 4 µM | 1.5% of 140,000 active | Measles virus-infected cells, CPE protection, absorbance; in the data active = protection mostly above about 24%, no sharp cut-off; inactive = mostly below about 26%; also: some compounds called inactive have numbers as strong as hits
Phagocytosis inh: blocks phagocytosis by macrophages | 0.07% of 110,000 active | J774A.1 macrophage IgG-bead phagocytosis, imaging | inhibition, % at 5 µM;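 active = inhibition above the mean of the plate negative controls plus 5 SD, cut at about 13% in these data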;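 also: phagocytic index as fraction of beads internalized from green versus red external bead signal; plate controls were DMSO negative control for no effect and cytochalasin-D positive control for full effect; some results beyond the cut were filed as inactive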
The depositor's hits bear a star; nt = not tested or not shown; & = joins results of further samples.

SMILES | GALR2 blocker | PTEN del growth | MRP1 act | E-sel TNF inh | Yeast growth inh | NPY Y2 blocker | Yeast life ext | HCT116 bCat-KO | Measles CPE | Phagocytosis inh
Cc1ccc(C(C[N+](=O)[O-])n2nc(C)cc2C)cc1 (centres undefined) | -6 | 1.9* | -4.3 | -15 | 47* | 1 | 19 | 3.9* | 3 | nt
Cc1nnc(Cl)c2nn(-c3ccccc3F)c(C)c12 | -4 | 95 | 1.2 | nt | -37 | 1 | 12 | 96 | 15 | 0
Cc1c(C(=O)Nc2ccc(-c3nnc4n3CCCCC4)cc2)oc2c1ccc1ccccc12 | 0 | 13 | -0.8 | nt | -36 | 8 | -3 | 30 | 11 | -7
Cc1ccc(C#N)c(SCc2ccccc2[N+](=O)[O-])n1 | 3 | 98 | -2.0 | nt | -57 | 10 | 2 | 94 | 3 | -5
Cc1ccc(S(=O)(=O)NC(=O)c2cc(C)n(CCCN3CCOCC3)c2C)cc1 | -18 | 112 | -1.2 | -2 | 9 | 2 | -18 | 102 | 8 | nt
COc1cc(-c2nc(S(=O)(=O)c3ccc(Cl)cc3)c(N(C)C)o2)cc(OC)c1OC | 2 | 87 | -3.1 | -16 | -14 | -1 | nt | 79 | 6 | nt
Cc1nn(-c2cccc(Cl)c2)c2nc(-c3ccco3)cc(C(=O)O)c12 | -14 | 94 | -0.1 | -13 | -18 | 1 | -11 | 100 | 21 | -1
Cc1cc(NC(=O)CSc2ccc3nnc(-c4ccc(Cl)cc4)n3n2)no1 | 0 | 90 | -4.1 | -21 | -36 | 1 | -19 | 98 | 9 | 0
COc1ccc(C(=O)NN2CCCCC2)cc1OC | 7 | 101 | -1.2 | -12 | -29 | 2 | 1 | 90 | 6 | 0
COc1ccc(N2CCN(C(=O)CCCn3c(=S)[nH]c4cc5c(cc4c3=O)OCO5)CC2)cc1 | 0 | 91 | 0.6 | -7 | -36 | -1 | -8 | 89 | 25 | -2
CC(C)[C@H](NC(=O)Nc1cccc(Br)c1)C(=O)O | -5 | 102 | 1.0 | nt | 14 | -2 | 5 | 107 | 28 | -4
Cc1cccc(NC(=O)N[C@@H](C)C(=O)O)c1 | -5 | 98 | -0.8 | 0 | -10 | 0 | 4 | 97 | 5 | 1
Cc1ccc(OC(=O)CCC(=O)NC(C)c2ccccc2)cc1 (centres undefined) | 17 | 101 | -2.5 | -5 | -10 | 1 | -1 | 100 | 3 | -6
COc1ccc(CCN2C(=O)CC(C(N)=O)SC2=Nc2ccccc2)cc1OC (centres undefined) | 5 | 90 | -0.7 | 0 | -4 | 0 | -11 | 100 | 13 | 0
CCOC(=O)CN(C(=O)CSc1nnc(CNc2ccc(F)cc2)o1)c1ccccc1 | -2 | 104 | -1.3 | -23 | -67 | 3 | -5 | 104 | 8 | -1
COc1cccc(C(=O)CSc2nnc(CNS(=O)(=O)c3ccc(C)cc3)n2C)c1 | -7 | 91 | 0.2 | 2 | -4 | -1 | -6 | 85 | 14 | -2
CCOc1cc(CN2CCN(C(=O)CC(C)C)CC2)ccc1OC | 11 | 88 | -0.2 | 8 | -39 | 4 | -6 | 94 | 11 | 2
O=c1c2sccc2nc(SCc2cc(=O)n3ccccc3n2)n1-c1ccc(Br)cc1 | -22 | 56 | 3.7 | nt | -33 | 8 | 3 | 59 | 5 | -3
CCOc1ccc(NC(=O)C2CC(=O)NC(N3CCc4ccccc43)=N2)cc1 (centres undefined) | 2 | 105 | 0.7 | -4 | -64 | 0 | -6 | 117 | nt | -1
c1ccc(CCNc2c3c(nc4ncnn24)CCC3)cc1 | -1 | 62 | 0.2 | 6 | -4 | 2 | -20 | 63 | 3 | -1
Cc1nc(NC(=O)c2ccccc2)sc1-c1csc(NCCc2ccccc2)n1 | 7 | 35 | -2.4 | 13 | -38 | -5 | -6 | 37 | 20 | 1
Cc1ccc(CN(CC(=O)NC2CCCC2)C(=O)CSc2nnc(COc3ccccc3)o2)cc1 | -9 | 83 | -4.0 | 19 | 6 | -1 | nt | 91 | 12 | nt
CC(C)CC(=O)Nc1ccc(C(=O)COc2ccc(-c3nnco3)cc2)cc1 | -8 | 94 | 0.2 | nt | -14 | -1 | -11 | 94 | 4 | -1
COc1cc(NC(=O)CSc2nnc(C)s2)cc(OC)c1OC | 10 | 86 | -1.8 | -17 | -35 | -1 | 9 | 85 | 21 | -2
CCN1C(=O)CC(N2CCN(CC(=O)NC(C)C)CC2)C1=O (centres undefined) | -1 | 101 | -1.7 | 10 | -36 | -1 | -4 | 104 | 10 | nt

Shown as a hit in Yeast growth inh, among the entries above:
| smiles | GALR2 blocker | E-sel TNF inh | Yeast growth inh | NPY Y2 blocker | Yeast life ext | Measles CPE | Phagocytosis inh |
| --- | --- | --- | --- | --- | --- | --- | --- |
| Cc1ccc(C(C[N+](=O)[O-])n2nc(C)cc2C)cc1 (centres undefined) | -6 | -15 | 47* | 1 | 19 | 3 | nt |

(continued)
SMILES | GALR2 blocker | PTEN del growth | MRP1 act | E-sel TNF inh | Yeast growth inh | NPY Y2 blocker | Yeast life ext | HCT116 bCat-KO | Measles CPE | Phagocytosis inh
Cc1cccn2c(=O)c3cc(C(=O)NCC4CCCO4)c(=N)n(Cc4cccnc4)c3nc12 (centres undefined) | 4 | 88 | -3.5 | nt | -40 | 3 | -3 | 89 | 3 | -3
O=S(=O)(Nc1ccc2c(c1)OCO2)c1ccc(Br)s1 | 16 | 92 | -3.0 | 20 | -56 | 1 | -4 | 87 | 17 | 0
Cc1cc(C)n(C(=O)c2ccc(NC(=O)CC(C)C)cc2)n1 | -5 | 89 | 1.4 | 31 | -21 | 1 | -16 | 80 | 4 | -1
COc1ccccc1CCNC(=O)/C(=C/c1cccnc1)NC(=O)c1ccccc1 | -5 | 92 | -2.2 | nt | -15 | 7 | 0 | 89 | 20 | -8
CCOc1nc(CC)nc(NC(=O)NS(=O)(=O)c2ccccc2Cl)n1 | -5 | 118 | -1.7 | nt | 0 | 1 | -9 | 96 | 0 | -1
O=C(CN1CCN(S(=O)(=O)c2ccc3ccccc3c2)CC1)N1CCc2ccccc2C1 | 13 | 78 | -3.0 | 4 | -30 | 2 | -1 | 85 | 4 | -2
CCn1c(O)c(N=NC(=O)c2ccc(CSc3nncn3C)cc2)c2ccccc21 | -2 | 91 | -1.8 | nt | -37 | 1 | -5 | 92 | 15 | -3
O=C(Nc1ccc(-c2nc3cccnc3s2)cc1)c1ccc(Br)o1 | -2 | 113 | 1.5 | 100* | -30 | 2 | -10 | 102 | 0 | -1
Cc1noc(C)c1COC(=O)CCCOc1ccc(Cl)cc1Cl | -14 | 88 | -2.2 | -5 | -53 | 9 | -25 | 97 | 2 | 0
O=C(Nc1cccc(C(F)(F)F)c1)c1ccc(Cn2cc(Br)cn2)o1 | 5 | 45 | 0.8 | 5 | -27 | 1 | -23 | 27 | 22 | nt
COc1cccc(-n2ccnc2SCC(=O)Nc2cc(OC)ccc2OC)c1 | 6 | 92 | 2.5 | -2 | -44 | 6 | 5 | 93 | 8 | 0
Cc1ccc2cc(CCNC(=O)c3ccc(Br)o3)c(=O)[nH]c2c1 | -4 | 99 | -1.1 | 5 | -11 | -1 | 14 | 94 | 10 | nt
COc1ccc(-c2csc(N3C(=O)C4C5c6ccccc6C(c6ccccc65)[C@@H]4C3=O)n2)cc1 (some centres undefined) | -8 | 99 | 0.4 | -3 | -30 | 0 | 1 | 100 | 15 | nt
COC(=O)c1c(N2C(=O)Nc3ccccc3N2O)sc2c1CCCC2 | -4 | 94 | -0.8 | 26 | -50 | 5 | 18 | 92 | 11 | -10
COc1ccc(-n2c(C)csc2=S)cc1 | 5 | 98 | 2.2 | 1 | 3 | 2 | nt | 92 | 10 | nt
CCOc1ccccc1NC(=O)CSc1ccccc1 | 8 | 90 | -1.3 | -21 | -35 | 5 | -13 | 85 | 1 | 0
O=C(O)C1CC(=O)N(c2ccc(Br)cc2)C1 (centres undefined) | 0 | 99 | -0.6 | -25 | -43 | 0 | -6 | 93 | 16 | nt
COCCCn1c(SCc2nnc(-c3ccccc3)o2)nc2sc3c(c2c1=O)CCC3 | -8 | 96 | -5.0 | 18 | -13 | 3 | -11 | 98 | 1 | nt
CCN(CC)c1ccc(N2C(=O)/C(=C\c3cccnc3)SC2=S)cc1 | -7 | 88 | 0.3 | -9 | -68 | 0 | -5 | 82 | 3 | nt
CC[C@@H](C(=O)n1nc(C)cc1C)[C@H](NS(=O)(=O)c1ccc(C)cc1)c1ccccc1 | 5 | 85 | -2.2 | -4 | -15 | -1 | 12 | 84 | 1 | -1
CCCCNC(=O)NNC(=O)COc1cccc(C)c1C | 8 | 101 | 0.3 | nt | -19 | 4 | 2 | 84 | 18 | -12
Cc1ccccc1C(=O)c1c[nH]c(C(=O)NCCCn2ccnc2)c1 | -15 | 89 | -1.2 | -4 | -17 | 1 | -4 | 82 | 2 | nt
Cc1ccc(-n2nnnc2SCn2nnc3ccccc3c2=O)cc1 | 0 | 99&91 | -0.7 | -3 | -12 | 2 | 7 | 93 | 7 | 0
Cc1cc2cc(CNC(=O)c3cccc([N+](=O)[O-])c3)ccc2[nH]1 | -1 | 90 | 2.7 | -9 | -2 | 0 | -2 | 93 | 2 | nt
COc1ccc(C2C(=O)N(C3CCCCC3)CC(=O)N2CCc2ccccc2)cc1OC (centres undefined) | 0 | 78 | -3.7 | -33 | -14 | 1 | -4 | 87 | 7 | -2

Next records follow:
SMILES | GALR2 blocker | PTEN del growth | MRP1 act | E-sel TNF inh | Yeast growth inh | NPY Y2 blocker | Yeast life ext | HCT116 bCat-KO | Measles CPE | Phagocytosis inh
COCCn1nnnc1C(c1cccs1)N1CCN(c2ccccc2)CC1 (centres undefined) | 4 | nt | 0.8 | nt | -35 | 3 | 2 | 91 | 4 | -3
CCCc1nc2oc3c(OC)ncnc3c2c2c1COC(C)(C)C2 | -13 | 88 | 1.3 | -5 | -18 | 2 | -4 | 91 | 6 | -1
Cc1ccn2cc(CCNC(=O)CC(C)(C)C)nc2c1 | 4 | 89 | -1.0 | -13 | -7 | 0 | 1 | 96 | 9 | nt
CCCCOc1ccc(C(=O)NCc2ccncc2)cc1 | 10 | 70 | 0.5 | 23 | -17 | -1 | -8 | 71 | 33 | -3
CC(=O)OC(C(=O)NCS(=O)(=O)c1ccc(C)cc1)c1cccnc1 (centres undefined) | -2 | 103 | -0.2 | 0 | 6 | -1 | -3 | 91 | 40 | -1
CCOC(=O)c1ccc(NC(=O)CCc2nc(-c3ccc(C)cc3)no2)cc1 | 3 | 40 | -2.3 | -9 | -46 | 6 | -6 | 27 | 16 | -1
CCOC(=O)c1c(NC(=O)CCC(=O)O)sc2c1CCCCC2 | 1 | 92 | -2.5 | -2 | -43 | 5 | 4 | 92 | 4 | -2
Cc1sc(NC(=O)/C=C/c2ccc3c(c2)OCO3)nc1-c1ccccc1 | -1 | 13 | 2.3 | nt | -22 | 1 | -1 | 19 | 3 | -3
CC(C)c1ccc(N(C(=O)C(F)(F)F)C(C(=O)NC2CCCCC2)c2ccncc2)cc1 (centres undefined) | -12 | 93 | 0.5 | nt | -19 | 4 | -7 | 98 | 3 | nt
COC(=O)c1cccc(NC(=O)Cn2cnc3ccccc3c2=O)c1 | 2 | 85 | -2.5 | 8 | -13 | 1 | -5 | 81 | 19 | 0
